Compound activity as filed in PubChem.
TWEAK Fn14 block: inhibitors of TWEAK-Fn14 signaling, primary screen, luciferase reporter cells, uHTS. TWEAK-stimulated Fn14 reporter cells, luciferase luminescence, 8 h. inhibition, % at 10 µM. hit rate 2% among 360,000; in the data active means inhibition above about 50%
NOD2 RIPK2 PPI: NOD2-RIPK2 binding disruptors in cells, primary screen, fluorescence, CHO cells, BLA complementation. AID 624267, 2012. CCF4 ratio. Receptor-interacting serine/threonine-protein kinase 2 (Homo sapiens), O43353. inhibition, % at 4.98 µM. hit rate 0.38% among 360,000; in the data active means inhibition above about 21%;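 further: 0% = vehicle only and 100% = reference blocker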
LMP1 NFkB inh: EBV LMP1-driven NF-kappaB luciferase reporter inhibitors, primary screen, cell-based, luminescence, single point; LMP1-induced NF-kappaB luciferase reporter cells; inhibition, % at 12.5 µM; hit rate 0.69% among 350,000; AID 504558, 2011; in the data active means inhibition above about 41%;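 further: 0% = neutral control wells and 100% = reference inhibitor control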
C8 TRAIL sens: viability loss with TRAIL in NB7+C8 cells, primary screen, TRAIL sensitizer project, cell-based, ATPlite luminescence; inhibition (viability loss, TRAIL sensitization), % at 10 µM; hit rate 1% among 360,000; AID 624354, 2012;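 active means compounds causing at least 50% loss of cell viability in the single-dose screen, relative to plate controls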
TLR9-MyD88 block: inhibitors of TLR9-MyD88 association in cells, primary screen, cell-based, CHO, BLA complementation, fluorescence. Toll-like receptor 9 (Homo sapiens) + Myeloid differentiation primary response protein …. CCF4 FRET ratio. inhibition, % at 4.98 µM. hit rate 0.21% among 340,000. AID 504734, 2011;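 active means inhibition above the mean over all tested compounds plus 3 SD, cut at about 21% in these data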;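 further: 0% = DMSO only wells and 100% = clavulanate BLA inhibitor control wells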
COUP-TFII inh: NR2F2 transcriptional activity inhibitors, primary screen, cell-based, luciferase reporter, HEK293T, luminescence | HEK293T NGFI-A luciferase reporter | inhibition, % at 8.6 µM | hit rate 0.7% among 370,000 | COUP transcription factor 2 (Homo sapiens), P24468 | AID 686940, 2013;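 active means inhibition above a per-plate cutoff, mean inhibition of test wells between control levels plus 3 SD, cut at about 38% in these data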;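 further: cells cotransfected with COUP-TFII expression vector driving the NGFI-A reporter; 0% = median of COUP-TF2 test wells and 100% = reporter-only cells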
SRC3 inh: SRC3 coactivator transcriptional activity inhibitors, primary screen, cell-based, luminescence; HEK293 GAL4-SRC3 luciferase reporter; inhibition, % at 3.6 µM; hit rate 0.17% among 360,000;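 active means inhibition above a per-campaign cutoff, the mean of all compounds plus 3 SD, cut at about 60% in these data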;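 further: 0% = DMSO-treated cells and 100% = gossypol-treated cells at 36 µM; higher means less SRC3-driven luciferase light from the GAL4 reporter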
TROY NFkB inh: inhibitors of TROY-driven NF-kB signaling, primary screen, Q293 LMP1-TROYcd cells, NF-kB luciferase, uHTS | Q293 LMP1-TROYcd NF-kB luciferase reporter, 4 h | inhibition, % at 10 µM | hit rate 0.98% among 360,000;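 active means compounds whose plate-normalised and pattern-corrected inhibition of the luciferase reporter signal at the single screening dose is 50% or more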
SRC1 inh: SRC1 coactivator transcriptional activity inhibitors, primary screen, cell-based, luminescence; Nuclear receptor coactivator 1 (Homo sapiens), Q15788; HEK293 GAL4-SRC1 luciferase reporter; inhibition, % at 3.6 µM; hit rate 0.12% among 360,000;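 active means inhibition above the campaign mean plus 3 SD, with each screening campaign given its own cutoff, cut at about 60% in these data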;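 further: 0% = DMSO treated cells and 100% = gossypol at 36 µM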
NCOA2 inhibitor: inhibition of GAL4-SRC2 driven luciferase reporter, primary screen, SRC2 inhibitor project, cell-based, luminescence; AID 651957, 2012; inhibition, % at 9 µM; hit rate 0.17% among 370,000; HEK293 GAL4-SRC2 luciferase reporter;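 active means inhibition above the mean inhibition of all tested compounds plus 3 SD, set per campaign, cut at about 52% in these data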;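 further: 0% = DMSO treated cells and 100% = cells given Gossypol at 36 µM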
NR5A2 inv ag: LRH-1 (NR5A2) inverse agonists, primary screen, cell-based, luminescence, HEK293T, StAR-luciferase reporter; Nuclear receptor subfamily 5 group A member 2 (Homo sapiens), O00482; LRH-1 transfected, 24 h; inhibition, % at 3.6 µM; hit rate 0.13% among 360,000; AID 602396, 2012;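 active means inhibition above the mean inhibition of all tested compounds plus 3 SD, cut at about 73% in these data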;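 further: 0% = DMSO wells and 100% = reporter-only cells lacking LRH-1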
Active calls of the source: *; nt = not tested or not shown; & = joins results of further samples.

SMILES	TWEAK Fn14 block	NOD2 RIPK2 PPI	LMP1 NFkB inh	C8 TRAIL sens	TLR9-MyD88 block	COUP-TFII inh	SRC3 inh	TROY NFkB inh	SRC1 inh	NCOA2 inhibitor	NR5A2 inv ag
CCN(CC)CCCOC(=O)C(OC(C)C)(c1ccccc1)c1ccccc1	1	-8	-2	22	-9	-9	8	-2	14	-18	4
NCCc1c[nH]c2ccccc12	-7	1	-8	-11	1	6	4	-16	-23	-18	-2
Cc1[nH]nc2ccc(-c3cncc(OC[C@@H](N)Cc4c[nH]c5ccccc45)c3)cc12	98*	1	90*	90*	-8	nt	94*	77*	94*	nt	99*
CCOC(=O)c1ccc(N=Cc2c(O)n(-c3ccc(OC)cc3)c(=S)[nH]c2=O)cc1	-10	0	2	3	5	1	13	-6	-44	-22	8
O=C1NC(=O)C(CCc2ccncc2)(CCc2ccccn2)C(=O)N1c1ccc(Br)cc1 (stereo not given)	-23	-6	-8	-3	-2	1	9	1	-12	-8	-6
CCOc1ccccc1Oc1coc2cc(OC(=O)N(C)C)ccc2c1=O	-2	1	-5	4	-2	-7	-41	-32	4	-54	-50
O=c1[nH]c(=O)n(-c2cccc3ccccc23)c(O)c1/C=N/N1CCCCC1	4	-6	4	-15	0	-3	9	9	15	12	-6
O=C1NC(=O)C2(Cc3ccccc3N3CCCC32)C(=O)N1c1cccc(Cl)c1 (stereo not given)	8	-4	-7	2	1	-2	2	-2	-1	-19	14
COc1ccc(CN2CCN(C(=O)Cc3ccccc3)CC2)cc1OC	11	0	-1	-10	-13	12	5	-6	1	-11	-10
CSc1nc(N2CCN(C)CC2)c2ccccc2n1	-3	9	-6	2	2	0	-3	-7	12	-12	4
CCC1C(c2cc(OC)c(OC)c(OC)c2)c2cc3c(cc2OC1N1CCCC1)OCO3 (stereo not given)	11	7	0	28	-7	-6	25	30	-2	-2	25
CCN1C(=O)C(=Cc2ccc(N3CCOCC3)o2)C(=O)N(CC)C1=S	-4	6	7	-3	-6	-5	8	-11	2	12	-5
CCC(=O)Nc1cc(C(=O)N2CCC3(CC2)OCCO3)ccc1S(=O)(=O)c1ccc(C)cc1	7	1	2	7	-4	-4	21	15	-31	0	11
COC(=O)c1cncn1C(C)c1ccccc1 (stereo not given)	8	2	0	1	1	-5	-7	-7	2	1	9
Cc1ccc(NC(=O)c2snnc2C)cc1Cl	-26	3	-3	-6	8	-18	1	-43	5	10	-6
Cc1nc2cc(F)ccc2n1C1CCN(Cc2nnnn2CCc2ccccc2)CC1	3	0	7	0	-5	7	13	13	-8	1	-1
Fc1ccccc1CNCCc1ccc2c(c1)OCO2	-21	-8	2	3	-18	-6	-8	-40	-11	-22	0
CN1C(=O)C(=Cc2sc(=O)n(-c3ccccc3)c2N(C)C)C(=O)N(C)C1=O	7	7	0	17	3	-4	-4	-12	6	-14	1
Cc1cccc(-n2c(O)c(C=NCCN3CCCCC3)c(=O)[nH]c2=O)c1	-8	-2	5	-18	3	24	13	-4	6	17	5
CC(=Nc1ccccc1N)c1c(O)n(C)c(=O)[nH]c1=O	0	-5	1	5	-2	-29	-95	-18	-83	-26	-100
O=C(NCC1=C(c2ccc3ccccc3c2)C[C@@H]2CC[C@H]1N2Cc1ccco1)c1cccnc1	12	5	2	-3	9	6	-14	-10	4	-5	-14
C/C(=N\N1CCCCCC1)c1c(O)n(-c2ccc(Cl)cc2)c(=O)[nH]c1=O	-6	4	-8	-16	-4	-13	19	39	-14	8	-7
COc1cccc(C(=O)C2CCCN(Cc3ccon3)C2)c1 (stereo not given)	-3	1	-15	-9	9	4	-3	13	1	-5	-9
COc1ccc(CNCCc2ccc3c(c2)OCO3)c(OC)c1OC	-16	-3	4	7	-2	-4	4	11	11	-20	5
CN1/C(=C\C=C2C(=O)NC(=O)NC2=O)C(C)(C)c2ccccc21	-22	4	1	-4	9	-4	-28	-3	-7	-28	-12
CCN(CC)S(=O)(=O)c1cc(NC(=O)C(C)N2CC=C(c3ccccc3)CC2)ccc1C (stereo not given)	38	-3	16	11	-17	27	19	15	-6	21	-1
O=C(CF)NC(NC(=S)Nc1cccc([N+](=O)[O-])c1)C(Cl)(Cl)Cl (stereo not given)	5	1	16	-1	8	7	1	13	-1	16	-9
CNC(=O)Oc1cccc(-c2cn3cc(OC(=O)NC)ccc3n2)c1	-1	-24	-20	15	5	-38	-16	-33	-27	-29	-16
CNC(C)(C)Cc1ccccc1	12	-5	0	-5	-23	-3	-13	-4	-8	-2	-20
O=c1[nH]c(=S)n(-c2ccccc2)c(O)c1/C=N/N1CCOCC1	4	-9	11	4	-9	2	6	4	0	-33	1
CC(=O)c1c(C)[nH]c(C(=O)N2CCC3(CC2)OCCO3)c1C	2	-7	-6	7	4	-2	9	-3	3	2	31
COc1ccccc1N1CCN(Cc2ccc(Br)cc2)CC1	1	-7	18	5	7	-4	3	19	14	-4	7
COc1ccc(-n2c(O)c(C(C)=NC3CC3)c(=O)[nH]c2=O)cc1	19	1	2	7	2	-1	-13	nt	6	-34	12
Nc1cccc(N=Cc2c(O)n(Cc3ccc(F)cc3)c(=O)[nH]c2=O)c1	-22	-10	2	11	-6	4	-6	-21	-14	-22	-17
O=C1NC(=O)[C@]2(Cc3ccccc3N3CCN(c4ccccc4)CC32)C(=O)N1c1ccccc1 (stereo not given in full)	9	-7	0	7	2	-39	-13	28	-12	-37	-14
CCN(CC)C(=O)c1ccc(NC(=O)c2c(C)noc2C)cc1	-11	1	2	-7	0	-1	14	-9	7	-19	-2
Cc1ccc(-n2c(O)c(C=NCCN3CCNCC3)c(=O)[nH]c2=S)cc1	4	5	3	17	-5	10	4	-31	-7	-11	1
CC(=O)Nc1ccccc1C(=O)OCC(=O)c1ccccc1Cl	-22	7	-16	12	0	-4	-39	-64	-26	-21	-44
C/C(=N/O)c1ccc2ccc3ccccc3c2c1	2	-11	-37	0	4	-40	-65	-76	-68	-55	-126
COc1ccc(OC)c(-n2c(O)c(C=Nc3c(C)n(C)n(-c4ccccc4)c3=O)c(=O)[nH]c2=S)c1	-18	1	nt	-2	nt	1	-1	9	-23	1	13
CCN1C(=O)N(CC)C(=O)C2(Cc3ccccc3N3CCN(c4ccccc4)CC32)C1=O (stereo not given)	2	-14	nt	-7	nt	-18	-36	30	-66	-19	-54
C[C@]12CC[C@H](O)CC1=CCC1C2CC[C@@]2(C)C1CC[C@@H]2OCc1ccccc1 (stereo not given in full)	1	-8	-5	6	7	-1	-2	10	17	-2	-15
COC(=O)C1=C(c2ccccc2OCc2ccccc2)C[C@@H]2CC[C@H]1N2C(=O)NCCCOC(C)C	8	9	0	-9	-7	-2	-13	-17	2	18	-22
COC(=O)c1ccccc1OP(=O)(c1cccc([N+](=O)[O-])c1)c1cccc([N+](=O)[O-])c1	22	-6	1	1	8	-22	6	-10	1	9	-6
O=C(c1cc(Cl)cc(Cl)c1)N1Cc2ccccc2-n2nncc2C1	-2	-2	-7	11	1	1	-11	-4	-6	-8	6
O=C(Cc1cccs1)N1Cc2ccccc2-n2nncc2C1	-2	3	0	-13	-1	8	-9	3	0	8	20
CS(=O)(=O)N1CCCC(C(=O)N2CCC3(CC2)OCCO3)C1 (stereo not given)	3	-2	2	-12	1	-4	6	-6	-2	1	5
ClC(Cl)=C(c1ccc(Cl)cc1)c1ccc(Cl)cc1	14	-11	9	0	0	-2	-6	5	-6	-38	-18
CN1CCC2(CC1)C(C#N)=C(N)NC(S)=C2C#N	2&12	-2&-2	6&9	-2&5	0&4	-1&-1	-8&15	-9&-5	-14&10	-3&-54	4&-8
COc1cc(OC)cc(C(=O)NC(=S)N2C[C@H]3C[C@H](C2)c2cccc(=O)n2C3)c1	-8	0	0	-4	-11	-40	1	9	-12	-2	-2

(list continues)
SMILES	TWEAK Fn14 block	NOD2 RIPK2 PPI	LMP1 NFkB inh	C8 TRAIL sens	TLR9-MyD88 block	COUP-TFII inh	SRC3 inh	TROY NFkB inh	SRC1 inh	NCOA2 inhibitor	NR5A2 inv ag
CCCCN1C(=N)C(CC)(CC)C(=O)NC1=O	5	-1	3	1	-1	13	6	-15	1	5	2
C=CCn1c(O)c(C(C)=NC2CC2)c(=O)[nH]c1=O	12	3	-1	-25	-5	7	-11	-3	-6	-7	2
CCC(=NCc1ccco1)c1c(O)n(-c2ccc(Cl)cc2)c(=O)[nH]c1=O	5	-12	0	-5	1	-22	15	-7	13	-13	21
Cc1cc(S(=O)(=O)NCc2ccccc2)ccc1OCC(=O)N1CCN(C)CC1	-11	-13	-3	-15	4	-1	3	7	-11	20	2
CCCn1cc(CN2CCCC(C(=O)c3cccc(OC)c3)C2)c(C)n1 (stereo not given)	6	-1	-4	-6	1	6	15	13	-6	-13	0
COC(=O)C1=C(c2cccc(OC)c2OC)C[C@@H]2CC[C@H]1N2C(=O)N1CCCC1	-13	2	2	8	4	-7	-1	-24	1	14	0
COC(=O)C12OCC34C(CC5C(C)=C(O)C(=O)CC5(C)C3C(O)C1O)OC(=O)C(OC(=O)/C=C(\C)C(C)C)C24 (stereo not given)	95*	29*	95*	58*	-11	94*	94*	85*	96*	74*	98*
O=C(O)[C@H]1C[C@@H]1[C@H](NP(=O)(c1ccccc1)c1ccccc1)c1ccccc1	15	-5	0	-1	-3	2	8	-11	1	1	14
CN1C(C(=O)N2CCC3(CC2)OCCO3)=CC(c2ccc(F)cc2)=NS1(=O)=O	-14	-4	-6	-12	-1	1	3	17	0	0	-7
CC(C)(C)C(=O)O[C@H]1CC[C@@]2(C)C(=CC(=O)C3C2CC[C@]2(C)C(=O)[C@@H](F)CC32)C1 (stereo not given in full)	-18	-7	-10	33	-10	17	2	2	0	-4	-7

As entered above:
LMP1 NFkB inh, CCC(=NCc1ccco1)c1c(O)n(-c2ccc(Cl)cc2)c(=O)[nH]c1=O is entered as 0
SRC1 inh, CCCn1cc(CN2CCCC(C(=O)c3cccc(OC)c3)C2)c(C)n1 (stereo not given) is entered as -6

The list continues.
SMILES	TWEAK Fn14 block	NOD2 RIPK2 PPI	LMP1 NFkB inh	C8 TRAIL sens	TLR9-MyD88 block	COUP-TFII inh	SRC3 inh	TROY NFkB inh	SRC1 inh	NCOA2 inhibitor	NR5A2 inv ag
CN(C)C(=O)Oc1cccc(NC(=O)N2CCOCC2)c1	10	-7	6	34	1	7	2	9	2	0	-6
CCC(=O)N1CC(=O)Nc2ccc(F)cc2C1c1ccc(F)cc1 (stereo not given)	-1	3	-1	-4	-3	-20	10	-16	-17	16	-9
CCC(=NCC1CCCO1)c1c(O)n(Cc2ccccc2)c(=O)[nH]c1=O (stereo not given)	0	-1	1	-16	8	14	6	-5	-1	14	-12
C[C@]12CC[C@H](N)CC1=CCC1C2CC[C@@]2(C)C1CC[C@@H]2O (stereo not given in full)	-6	-6	3	0	-10	21	0	-7	-3	-1	5

A portion of the library; rates above refer to the full screens.
